All columns: NCI-60 one-dose screen, growth in % after 48 h at 10 µM unless noted; 100 = growth as untreated, 0 = no growth, -100 = all killed.
PC-3: PC-3 prostate cancer cells | actives 3.9% (n = 80,000) | AID 1794754
SF-295: SF-295 CNS cancer cells; AID 1794758; actives 5.6% (n = 79,000)
OVCAR-4: OVCAR-4 ovarian cancer cells; actives 3.7% (n = 80,000)
OVCAR-3: OVCAR-3 ovarian cancer | actives 7% (n = 79,000)
OVCAR-8: OVCAR-8 ovarian cancer. actives 4.4% (n = 81,000)
SK-OV-3: SK-OV-3 ovarian cancer cells; actives 3.2% (n = 80,000)
U251: U251 CNS tumor cells. actives 5.4% (n = 80,000). AID 1794753
DU-145: DU-145 prostate cancer | actives 4.2% (n = 81,000)
OVCAR-5: OVCAR-5 ovarian cancer; actives 2.9% (n = 82,000); AID 1794783
An asterisk follows results filed as active; nt = not tested or not shown; [ ] = remark or other dose. Rule for the calls: active = growth percent below 10; inactive = the rest.

Values run as follows: SK-OV-3, OVCAR-4, OVCAR-5, OVCAR-8, OVCAR-3, SF-295, U251, PC-3, DU-145
[1] O=C(CN1CCN(c2cc3c(cc2F)c(=O)c(C(=O)N/N=C/c2ccc(Cl)cc2)cn3C2CC2)CC1)N/N=C\c1ccc(Cl)cc1
    107, 91, 100, 98, 111, 100, 99, 79, 101
[2] COc1ccc(NC(=O)C(=O)c2c[nH]c3cc(F)ccc23)cc1
    77, 82, nt, 98, 77, 75, 82, 75, 61
[3] COc1cccc(-n2cc(C#N)c(N)c2C(=O)c2ccc(F)cc2)c1
    107, 95, 113, 98, 104, 84, 89, 95, 105
[4] NNC(=O)CNC(=O)Cc1ccccc1
    105, 108, 99, 100, 108, 101, 94, 87, 107
[5] CCOc1cc2c(cc1OCC)C(c1cc(OC)c(OC)c(OC)c1)NCC2 (stereo not given)
    129, 99, 115, 110, 109, 99, 102, 116, 114
[6] CCOC(=O)C(O)C(C#N)c1ccccc1 (stereo not given)
    90, 97, 109, 103, 107, 106, 105, 98, 107
[7] C=C(NC(=O)[C@H](C(C)C)N(C)c1cccc2[nH]ccc12)C(=O)OC
    101, 103, 101, 102, 103, 101, 100, 101, 100
[8] Cc1ccc2[nH]c(O)c(N=Nc3nc(-c4cc5ccccc5oc4=O)cs3)c2c1
    92, 99, 101, 92, 115, 64, 59, 102, 110
[9] C/C(=C\c1ccccc1)c1ccccn1
    106, 106, 118, 116, 106, 113, 107, 99, 112
[10] N#Cc1c(-c2ccccc2)c(C#N)c(=O)n(-c2nccs2)c1N
    106, 103, 91, 101, 106, 104, 95, 97, 98
[11] O=C(N/N=C/c1ccccc1O)c1cc(C(=O)N/N=C/c2ccccc2O)[nH]n1
    89, 80, 108, 96, 88, 103, 55, 99, 100
[12] CCC(OC(C)C)OC(C)C
    105, 104, 101, 97, 105, 88, 104, 91, 107
[13] O=C(NNc1nc(-c2ccc(Cl)cc2)cs1)c1ccccc1Cl
    105, 102, 116, 105, 107, 91, 98, 97, 109
[14] CSc1nn2c(-c3cc4cc(Br)ccc4oc3=O)ccnc2c1C#N
    105, 101, 112, 104, 114, 103, 102, 105, 110
[15] O=C(CCCC(=O)Nc1ccc(-n2nnc3cc(Cl)c(Cl)cc32)cc1)Nc1ccc(-n2nnc3cc(Cl)c(Cl)cc32)cc1
    31, -5.6*, 88, 25, 56, 53, 29, 19, 34
[16] C=CC(=O)N1CC2(CCC(n3nc(-c4ccc(Oc5ccccc5)cc4)c4c(N)ncnc43)CC2)C1
    -25*, -11*, -0.9*, -37*, -37*, -14*, -74*, -20*, -52*
[17] C#CC[C@@H]1C[C@]2(C)[C@H]3CC=C4[C@H]5[C@@H](C)[C@H](C)CC[C@]5(C(=O)NCCN(CCN)CCN)CC[C@@]4(C)[C@]3(C)CC[C@H]2C(C)(C)[C@H]1OC(C)=O
    98, 99, 88, 103, 89, nt, 52, 79, 106
[18] C#Cc1ccc(-n2c(/C=C/c3cc(OC)ccc3OC)nc3ncccc3c2=O)cc1
    104, 89, 119, 100, 89, 101, 101, 86, 97
[19] CCOc1ccccc1Nc1cc(Cl)nc(N)n1
    106, 96, 118, 106, 101, 108, 108, 89, 109
[20] Cc1ccc(/C=C2\CNC/C(=C\c3ccc(C)cc3)C2=O)cc1
    31, 9.8*, -28*, nt, -58*, -5.1*, -63*, 6.6*, -88*

The results go on:
Values run as follows: SK-OV-3, OVCAR-4, OVCAR-5, OVCAR-8, OVCAR-3, SF-295, U251, PC-3, DU-145
[21] N#C/C(=C\c1ccccn1)c1nc(-c2ccc(Cl)cc2)cs1
    92, 62, 109, 65, 71, 98, 77, 58, 87
[22] O=C(O)CCC(=O)c1ccc(Cl)c(Cl)c1
    100, 99, 116, 100, 109, 95, 99, 90, 112
[23] CCn1c(C)nc2cc(N)ccc21
    106, 102, 107, 110, 107, 110, 100, 95, 103
[24] COc1ccc(S(=O)(=O)NCCNc2nccc(-c3cn(-c4ccccc4)nc3-c3ccc(Cl)c(OC)c3)n2)cc1
    112, 106, 139, 88, 98, 102, 96, nt, 103
[25] C=CCNC(=S)NNC(=S)N/N=C/c1cc(OC)c(OC)c(OC)c1
    113, 92, 102, 99, 103, 102, 100, 89, 104
[26] COc1ccc(-c2cn3c(C(=O)Nc4ccccc4Cl)c(-c4ccccc4)c4c3n2CCCC4)cc1
    86, 75, 80, 84, 84, 55, 77, 73, 86
[27] O=c1oc2ccccc2cc1-c1cnc2ccc(Cl)cc2n1
    103, 100, 112, 90, 93, 103, 96, 97, 106
[28] O=C1NN(c2ccccc2)C(c2cccnc2)=N/C1=C\c1cccnc1
    104, 94, 86, 106, 90, 95, 102, 92, 93
[29] CCCCCCC(C)c1ccccc1OS(=O)(=O)c1ccc(Cl)c(Cl)c1 (stereo not given)
    86, 79, 97, 99, 97, 99, 95, 88, 109
[30] NC1=NN(O)C2=CC(Cl)C=CC2=N1 (stereo not given)
    88, 106, 106, 92, 101, 99, 98, 79, 107
[31] COc1ccc(OC)c(/C=N/NC(=O)c2ccc3cccc(O)c3n2)c1
    110, 90, 109, 92, 105, 103, 110, 93, 103
[32] COc1ccc2c(c1)c(-c1noc(C(=O)c3cn(C)c4ncc(Br)cc34)n1)cn2C
    nt, 43, 80, 74, 30, 89, 69, 40, 50
[33] CN1c2ccccc2S(=O)(=O)n2nc(CCSc3nc4ccccc4s3)nc21
    97, 100, 87, 94, 131, 108, 94, 95, 100
[34] Cn1c(CO)cnc1-c1ccccc1
    109, 100, 93, 118, 119, 105, 107, nt, 116
[35] CCCNC(=O)c1ccccc1C(=O)NC1(C(=O)NCCC)CCCC1
    112, 99, 94, 94, 123, 128, 99, 106, 123
[36] O=C(CCCCCCCC(=O)N1CCCCC1)N1CCCCC1
    115, 107, 99, 99, 111, 117, 102, 95, 106
[37] CCN(CC)CCOC(=O)CC1CCCCC1
    122, 113, 98, 109, 118, 121, 106, 92, 115
[38] Cc1cc(C)c(C(=O)C[n+]2ccc3ccccc3c2)c(C)c1
    96, 91, 95, 100, 100, 93, 109, 86, 110
[39] COc1ccc(/C=C/C(=O)c2ccc(O)c(CN3CCN(c4cc5c(cc4F)c(=O)c(C(=O)O)cn5C4CC4)CC3)c2)cc1
    47, 88, 47, 13, 19, 13, nt, 18, 28
[40] COc1cc(OC)c(OC)cc1C=NNc1ncnc2ccccc12
    110, 105, 119, 104, 113, 102, 103, 95, 109

Next section.
Values run as follows: SK-OV-3, OVCAR-4, OVCAR-5, OVCAR-8, OVCAR-3, SF-295, U251, PC-3, DU-145
[41] CC1(C)NCCC[C@]2(C)[C@H]3CC[C@@H]4[C@H]5[C@H](C(=O)/C=C/c6ccco6)CC[C@]5(CO)CC[C@@]4(C)[C@]3(C)CC[C@@H]12
    93, 80, 101, 95, 93, 113, 82, 62, 97
[42] O=C(O)CCCCCNC(=O)OCc1ccccc1
    106, 98, 98, 112, 104, 100, 95, 95, 98
[43] Cn1c(=O)c2c(nc(-c3cccc(OCCCCl)c3)n2C)n(C)c1=O
    99, 82, 95, 99, 106, 100, 95, 87, 106
[44] CCS(=O)(=O)N1CCN(c2ccccc2)CC1
    105, 108, 152, 80, nt, 101, 109, nt, 124
[45] O=C(Nc1nc(-c2cccnc2)nc2c1sc(=S)n2-c1ccc(F)cc1)C(F)(F)F
    93, 101, 104, 97, 107, 99, 97, 83, 102
[46] N#CSCC1CC(O)(c2ccccc2)CC(c2ccc(F)cc2)O1 (stereo not given)
    53, 26, 86, 10, -79*, -17*, -51*, 26, -28*
[47] O=C1NC(=O)/C(=C/N2N=C(c3ccc(Cl)cc3)CC2c2ccc(F)cc2)S1 (stereo not given)
    nt, 72, 96, 94, 90, 111, 94, 88, 90
[48] COc1cc2c3c(n(CCCNC4CCC4)c(=O)c2cc1OC)-c1cc2c(cc1C3=O)OCO2
    23, -58*, -72*, -50*, nt, 20, -89*, -79*, -74*
[49] COc1ccc(/C=N/N=C(/c2ccccc2)c2ccc3nc(-c4ccc(O)cc4)[nH]c3c2)cc1
    116, 68, 97, 87, nt, 91, 94, 58, 98
[50] COc1cc(/C=C/c2cc(C(F)(F)F)[nH]c(=O)n2)ccc1OCc1ccccc1F
    74, 51, 64, 34, 34, 43, 27, 68, 53
[51] Cc1cc(S(=O)(=O)Nc2nn(-c3ccccc3)c(=O)[nH]2)c(SCc2ccccc2)cc1Cl
    110, 102, 92, 103, 99, 107, 95, 94, 110
[52] Cc1cc(C(C)(CC(C)C)c2ccc(O)c(C)c2)ccc1O
    97, 95, 113, 91, 106, 98, 94, 93, 112
[53] Cc1ccc(S(=O)(=O)Nc2ccc(C3=NNC(c4cccc(F)c4)C3)cc2)cc1 (stereo not given)
    105, 100, 94, 94, 105, nt, 94, 88, 106
[54] CCCCN1C(=O)c2cccc3cccc(c23)C1=O
    99, 100, nt, 89, 100, 85, 94, 92, 106
[55] Nc1ncc(-c2c(F)c(F)c(F)c(F)c2F)s1
    92, 95, 98, 98, 97, 96, 86, 98, 99
[56] COc1ccc(C(=O)c2cc3c(N)c(C(=O)Nc4cccc5ccccc45)sc3nc2C)cc1
    32, 37, 40, -5.0*, -7.2*, 20, 10, 25, 9.5*
[57] Cc1ccc(-c2cc(C(=O)O)c3ccccc3n2)c(C)c1
    92, 107, 107, 127, 103, 134, 105, nt, 113
[58] CCCCn1cnc2c(SCc3ccccc3)nc(N)nc21
    125, 105, 93, 96, 101, 98, 95, 110, 100
[59] NC(=S)n1cccn1
    122, 101, 93, nt, 108, 99, 111, 123, 113
[60] CC(=O)N1N=C(c2ccccc2)CC1c1nnc2n(Cc3ccccc3)c(=O)c3c4c(sc3n12)CCCC4 (stereo not given)
    293, 126, 91, 83, 282, 161, 80, 467, 99

More structures
Values run as follows: SK-OV-3, OVCAR-4, OVCAR-5, OVCAR-8, OVCAR-3, SF-295, U251, PC-3, DU-145
[61] COc1ccc(C2NC(=S)NC(C)=C2C(=O)OC(C)C)cc1OC (stereo not given)
    135, 99, 105, 106, 113, 97, 102, 96, 110
[62] Cc1ccc(S(N)(=O)=O)c(C)c1
    106, 105, 102, 104, 120, 96, 106, 126, 107
[63] CN1c2ccccc2C(=O)N(NC(=O)Nc2ccc(F)cc2)C1c1ccccc1 (stereo not given)
    98, 89, 98, 108, 79, 92, 99, 78, 100
[64] COC(=O)C(Cc1ccc(O)c(O)c1)NC(=O)C(CSC/C=C(\C)CCCC(C)CCCC(C)CCCC(C)C)NC(C)=O (stereo not given)
    42, 20, 28, 11, 35, 1.8*, 4.8*, 2.3*, 76
[65] CCCCC1Nc2nc(SC)n(C)c(=O)c2CN(Cc2ccccc2)C1=O (stereo not given)
    94, 103, 100, 100, 113, 95, 92, nt, 112
[66] O=C1c2cc(Cl)ccc2OC2CCON12 (stereo not given)
    103, 116, 91, 103, 121, 136, 83, 108, 117
[67] CCOC(=O)C(CC)(C(=O)OCC)C(C)CC (stereo not given)
    106, 95, 101, 102, 108, 109, nt, 101, 107
[68] C=CCSc1nnc(-c2ccc3nc(-c4ccccc4)[nH]c3c2)o1
    115, 107, 118, 106, 134, 97, 106, 104, 92
[69] C=C(C)[C@@H]1CC[C@]2(C(=O)N[C@@H](Cc3cc4ccccc4[nH]3)C(=O)OC)CC[C@]3(C)[C@H](CC[C@@H]4[C@@]5(C)CCC(=O)C(C)(C)[C@@H]5CC[C@]43C)[C@@H]12
    52[100 µM], nt, 85[100 µM], 77[100 µM], 66[100 µM], 53[100 µM], 69[100 µM], 34[100 µM], 78[100 µM]
[70] Oc1ccc2c(=S)cc(-c3ccc(Br)cc3)oc2c1O
    62, -1.0*, 68, -6.6*, -22*, 100, -7.8*, -2.1*, 25

From PubChem
